USP10 inh: inhibitors of human USP10 deubiquitinase; actives 1.1% (n = 47,000); AID 1645856, 2021; purified USP10, Ub-rhodamine fluorescence, 60 min; inhibition, % at 20 µM
OTUD3 block: inhibitors of human OTUD3 deubiquitinase | inhibition, % at 25 µM | actives 0.7% (n = 47,000) | OTU domain-containing protein 3 (Homo sapiens), Q5T2D3 | purified OTUD3, Ub-rhodamine fluorescence, 2 h
USP28 block: inhibitors of human USP28 deubiquitinase; Ubiquitin carboxyl-terminal hydrolase 28 (Homo sapiens), Q96RU2; purified USP28, Ub-rhodamine cleavage fluorescence, 30 min; inhibition, % at 25 µM; actives 3% (n = 47,000); AID 1645857, 2021
USP8 inh: inhibitors of human USP8 deubiquitinase | Ubiquitin carboxyl-terminal hydrolase 8 (Homo sapiens), P40818 | purified USP8, Ub-rhodamine cleavage fluorescence, 30 min | inhibition, % at 20 µM | actives 4.2% (n = 47,000) | AID 1645853, 2021
USP30 inh: inhibitors of human USP30 deubiquitinase | Ubiquitin carboxyl-terminal hydrolase 30 (Homo sapiens), Q70CQ3 | actives 5.3% (n = 47,000) | AID 1645860, 2021 | inhibition, % at 25 µM | purified USP30, Ub-rhodamine cleavage fluorescence
Target sequence (Q70CQ3 whole entry, looked up): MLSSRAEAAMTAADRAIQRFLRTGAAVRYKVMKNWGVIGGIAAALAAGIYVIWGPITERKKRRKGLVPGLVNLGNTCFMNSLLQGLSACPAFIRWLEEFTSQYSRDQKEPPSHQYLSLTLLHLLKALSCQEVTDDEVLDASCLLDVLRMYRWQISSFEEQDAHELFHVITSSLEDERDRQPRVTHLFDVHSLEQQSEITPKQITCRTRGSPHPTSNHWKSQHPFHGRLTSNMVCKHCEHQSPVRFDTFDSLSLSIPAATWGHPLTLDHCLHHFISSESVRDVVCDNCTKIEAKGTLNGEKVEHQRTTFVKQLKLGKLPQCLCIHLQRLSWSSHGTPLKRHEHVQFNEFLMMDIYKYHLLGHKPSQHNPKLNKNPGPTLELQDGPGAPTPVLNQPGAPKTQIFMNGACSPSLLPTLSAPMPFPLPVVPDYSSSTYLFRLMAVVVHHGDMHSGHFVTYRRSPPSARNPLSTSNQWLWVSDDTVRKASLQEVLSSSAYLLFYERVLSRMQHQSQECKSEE
USP17 block: inhibitors of human USP17 deubiquitinase; Ubiquitin carboxyl-terminal hydrolase 17-like protein 5 (Homo sapiens), A8MUK1; purified USP17, Ub-rhodamine cleavage fluorescence, 3 h; inhibition, % at 50 µM; actives 6.5% (n = 47,000); AID 1645855, 2021
USP7 inh: inhibitors of human USP7 deubiquitinase. inhibition, % at 20 µM. Ubiquitin carboxyl-terminal hydrolase 7 (Homo sapiens), Q93009. actives 0.3% (n = 47,000). purified USP7, Ub-rhodamine cleavage fluorescence
UCHL1 inh: inhibitors of human UCHL1 deubiquitinase; Ubiquitin carboxyl-terminal hydrolase isozyme L1 (Homo sapiens), P09936; purified UCHL1, Ub-rhodamine cleavage fluorescence; inhibition, % at 20 µM; actives 0.2% (n = 47,000); AID 1645859, 2021
Target sequence (P09936 whole entry, looked up): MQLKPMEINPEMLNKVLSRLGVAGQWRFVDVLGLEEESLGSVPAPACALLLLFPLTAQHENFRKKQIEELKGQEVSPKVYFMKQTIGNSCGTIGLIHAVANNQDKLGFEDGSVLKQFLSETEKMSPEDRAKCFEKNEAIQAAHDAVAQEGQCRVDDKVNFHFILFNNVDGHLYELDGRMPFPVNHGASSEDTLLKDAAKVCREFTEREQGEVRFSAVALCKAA
An asterisk follows results filed as active; i = inactive; · = not tested or not shown. No stated cut-off is given here; in the data, active means inhibition above about 30%; inactive means the rest.

USP10 inh	OTUD3 block	USP28 block	USP8 inh	USP30 inh	USP17 block	USP7 inh	UCHL1 inh	compound
-2	-3	13	16	-18	8	0	5	COc1ccc(C(C)=O)cc1COC(=O)/C=C/c1ccc2c(c1)OCO2
24	-10	22	-1	43*	19	-1	6	Cc1ccc(Cn2nnc3c(=O)[nH]c(C4CCN(S(=O)(=O)c5ccc(S(=O)(=O)NC6CC6)cc5)CC4)nc32)cc1
2	-1	9	-56	0	-4	2	-1	C=C(C)CSc1nc(SCCC)nc2sc3c(c12)CC(C)(C)OC3
0	8	11	22	35*	19	-10	4	CC1(C(=O)NC2CCCCCC2)Cc2ccccc2C(=O)N1CCN1CCOCC1 (centres undefined)
-1	11	11	8	24	6	-1	0	O=c1[nH]c2nc(N3CCN(c4ccccn4)CC3)ncc2c(=O)n1C1CCCC1
2	-3	-8	3	-3	-17	-23	-2	CC1NC(=O)[C@H]2C[C@H](C(=O)Nc3ccccc3)[C@@H]1N2Cc1ccccc1 (some centres undefined)
-7	-125	-130	-89	i	-105	-12	-9	Cc1ccnc(C2CN(C(=O)c3ccc4[nH]c(C)c(C)c4c3)CCO2)n1 (centres undefined)
-5	-210	-210	-232	i	-164	-166	-158	Cc1ccc(Nc2nc(Nc3cccc(Cl)c3)nc3nccnc23)cc1
-4	3	6	0	0	-2	-2	-3	CN(C)C(=O)c1nc2c(s1)CCN(Cc1ccccc1)CC2
1	4	7	8	13	4	2	0	O=C(C(c1ccccc1)c1ccccc1)N1CCN(Cc2ccccn2)CC1
-5	-4	-10	70*	-36	35*	-5	1	CC1CCCCN1c1nc(F)c2c(c1F)S(=O)(=O)CCN2Cc1cccnc1 (centres undefined)
-3	3	-1	-1	-7	3	1	0	CCOc1nccnc1N1CCC(NS(=O)(=O)c2cccnc2)C1 (centres undefined)

2 entries from above, with values under each structure.
Below each compound: USP10 inh	OTUD3 block	USP28 block	USP8 inh	USP30 inh	USP17 block	USP7 inh	UCHL1 inh
> COc1ccc(C(C)=O)cc1COC(=O)/C=C/c1ccc2c(c1)OCO2
  -2	-3	13	16	-18	8	0	5
> Cc1ccc(Cn2nnc3c(=O)[nH]c(C4CCN(S(=O)(=O)c5ccc(S(=O)(=O)NC6CC6)cc5)CC4)nc32)cc1
  24	-10	22	-1	43*	19	-1	6

(list continues)
USP10 inh	OTUD3 block	USP28 block	USP8 inh	USP30 inh	USP17 block	USP7 inh	UCHL1 inh	compound
10	-8	-4	-6	3	-3	2	1	COc1ccc(N(CC(=O)N/N=C(\C)c2cccc(NC(=O)c3cccc(Cl)c3)c2)S(=O)(=O)c2ccc(C)cc2)cc1OC
1	17	19	26	-12	17	-126	0	CCN1CCN(c2nc(F)c3c(c2F)S(=O)(=O)CCN3CC2CCCO2)CC1 (centres undefined)
-2	-11	-12	-22	-28	-5	0	-3	Nc1nccnc1CC1CCCN(C(=O)c2cccc3c2OCCO3)C1 (centres undefined)
1	0	-12	2	-14	-3	13	3	COc1ccc(C(=O)/C=C\c2cn(-c3ccccc3)nc2-c2cccs2)cc1
-3	-5	-2	-15	-7	-6	-13	-4	COCC1c2c(cnn2CC2CC2)CCN1C(=O)c1cscn1 (centres undefined)
0	-4	0	1	2	1	-11	-2	CC1(C(=O)N2CCc3onc(-c4ccccc4F)c3C2)CCCO1 (centres undefined)
-5	-5	8	10	-25	-21	-13	3	c1cc(-c2noc(-c3n[nH]c4c3CCCC4)n2)cc(-c2ccn[nH]2)c1
0	14	3	11	29	1	-13	1	CCOC(=O)c1c(C)nc2c(c1-c1ccccc1)C(=O)CC(C)(C)C2
-3	-8	-4	-8	3	-4	-4	-5	Cc1cccc(N2CCN(S(=O)(=O)c3c(C)nc4sc(C)nn34)CC2)c1
1	1	13	-9	-10	-6	16	3	N#CC1=C(N)Oc2n[nH]c(CSc3ccccc3)c2C12C(=O)Nc1ccccc12 (centres undefined)
-9	-153	-199	-89	i	-164	-54	-52	Cn1c(CCNC(=O)c2cc(F)ccc2Cl)nc2cccnc21
-1	0	-2	24	-24	-8	-4	0	O=C(O)/C=C/C(=O)Nc1cccc(SC(C(=O)Nc2ccccn2)c2ccccc2)c1 (centres undefined)
0	-3	-8	-63	0	-9	0	-2	CCn1nnc2c1CCN(C(=O)c1oc3ccccc3c1C)C2COC (centres undefined)
-2	6	8	16	9	0	-1	1	Cc1noc(C)c1CSCc1cc(F)cc2c1OC(c1ccccc1)OC2 (centres undefined)
0	-2	-2	55*	-32	2	-8	0	O=C(NCc1ccco1)c1c2c(nc3ccccc13)-c1ccccc1CC2
-3	7	8	-7	21	·	4	4	CCOc1ccc(CNC(=O)c2[nH]c3ccc(OC)cc3c2N2CCCC2=O)cc1
1	13	12	0	29	-13	1	2	COc1ccc(-c2[nH]ncc2CN2CCN(C)CC2)cc1
1	0	-1	0	-2	0	-2	-2	CCN1C(=O)C2(c3ccccc31)N1CC3(C)CN2CC(C)(C1)C3=O (centres undefined)
1	9	6	19	20	1	0	-1	Nc1c(-c2ccccc2)nc2ccccn12
-1	-3	-8	1	-8	5	2	0	O=C(Cn1cnc2ccccc2c1=O)N1CCc2ccccc2C1
-1	-5	-9	-21	0	-16	-1	-4	CCOc1ccccc1CNC(=O)C1CCCN(c2nc3cccnc3n(CC)c2=O)C1 (centres undefined)
-2	-2	-1	-2	2	2	-2	-4	CCc1nnsc1C(=O)N1CCCC1c1cc(OC)ccc1OC (centres undefined)
-1	12	23	33*	19	46*	-14	4	COc1ccc(CC(=O)Nc2ccc3c(c2)CN(C(=O)c2ccco2)CC3)cc1
2	-56	-40	-16	-208	-25	-4	-5	O=C(CNc1ncnc2sc(-c3ccccc3)cc12)Nc1ccc(F)c(F)c1

Compounds listed so far that have a furan ring, fused or not (three):
USP10 inh	OTUD3 block	USP28 block	USP8 inh	USP30 inh	USP17 block	USP7 inh	UCHL1 inh	compound
0	-3	-8	-63	0	-9	0	-2	CCn1nnc2c1CCN(C(=O)c1oc3ccccc3c1C)C2COC (centres undefined)
0	-2	-2	55*	-32	2	-8	0	O=C(NCc1ccco1)c1c2c(nc3ccccc13)-c1ccccc1CC2
-1	12	23	33*	19	46*	-14	4	COc1ccc(CC(=O)Nc2ccc3c(c2)CN(C(=O)c2ccco2)CC3)cc1

Taken from above.
O=C(CNc1ncnc2sc(-c3ccccc3)cc12)Nc1ccc(F)c(F)c1 in USP7 inh reads -4
CCn1nnc2c1CCN(C(=O)c1oc3ccccc3c1C)C2COC (centres undefined) in USP30 inh reads 0
O=C(NCc1ccco1)c1c2c(nc3ccccc13)-c1ccccc1CC2 in UCHL1 inh reads 0

(list continues)
USP10 inh	OTUD3 block	USP28 block	USP8 inh	USP30 inh	USP17 block	USP7 inh	UCHL1 inh	compound
-8	-213	-158	-181	i	-153	-1	-1	CCN1CCn2c(nc3cc(C(=O)NC4CCCCC4)ccc32)C1
2	14	5	14	14	11	2	-1	O=C(COC(=O)c1cc(=O)[nH]c2ccccc12)Nc1ccc(Br)cc1Br
2	-10	-6	3	-13	-1	-3	-2	CCNC(=O)c1nc2c(s1)CCCN2c1ncccn1
1	-12	14	-155	27	20	-4	4	Cc1ccc2nc(CCc3cccc(NC(=O)c4ccc(C#N)cc4)c3)[nH]c2c1
-5	-79	-115	-255	-360	-128	-16	-16	Cn1cccc1-c1cc2n(n1)CCCN2C(=O)CCC(=O)NCc1ccco1
-1	3	9	-16	0	0	2	3	COc1cccc(CNS(=O)(=O)c2cc(-c3cc(C)no3)ccc2OC)c1
0	-8	-10	2	-6	-10	-7	-3	COc1ccccc1-c1cc2n(n1)CCN(C(=O)NC(C)(C)C)C2
-2	-4	-9	1	-13	3	0	-2	COc1ccc(CNC(=O)CN2C(=O)CN(C)C(=O)c3ccccc32)cc1
-1	0	-1	2	0	4	-18	-2	CCc1ccccc1NS(=O)(=O)c1c(C)[nH]c(C)c1C(=O)N1CCCC1
0	-11	-14	-3	-42	-10	1	0	Cc1cccc(N2CCN(C(=O)C3CCN(S(=O)(=O)c4cccc5nonc45)CC3)CC2C)c1 (centres undefined)
6	0	-8	14	6	4	4	0	O=c1c2ccccc2nnn1CN1CCCC(c2nc3ccccc3s2)C1 (centres undefined)
3	7	11	17	16	11	4	1	Cc1ccc2nc(NC(=O)c3ccccc3OCc3ccccc3Cl)sc2c1

Compound profiles, as listed above.
Record of `Cc1ccnc(C2CN(C(=O)c3ccc4[nH]c(C)c(C)c4c3)CCO2)n1` (centres undefined) → USP10 inh = -7; OTUD3 block = -125; USP28 block = -130; USP8 inh = -89; USP30 inh = i; USP17 block = -105; USP7 inh = -12; UCHL1 inh = -9
Record of `CCc1ccccc1NS(=O)(=O)c1c(C)[nH]c(C)c1C(=O)N1CCCC1` → USP10 inh = -1; OTUD3 block = 0; USP28 block = -1; USP8 inh = 2; USP30 inh = 0; USP17 block = 4; USP7 inh = -18; UCHL1 inh = -2
Record of `O=C(NCc1ccco1)c1c2c(nc3ccccc13)-c1ccccc1CC2` → USP10 inh = 0; OTUD3 block = -2; USP28 block = -2; USP8 inh = 55*; USP30 inh = -32; USP17 block = 2; USP7 inh = -8; UCHL1 inh = 0

(list continues)
USP10 inh	OTUD3 block	USP28 block	USP8 inh	USP30 inh	USP17 block	USP7 inh	UCHL1 inh	compound
-2	-6	-5	-1	-9	·	0	-2	COc1ccc2oc(C(=O)NC(C)c3ccccn3)c(C)c2c1 (centres undefined)
1	4	-1	7	5	3	-6	-1	O=C(NC1CC1)C1c2ccccc2C(=O)N(c2ccccc2)C12CCCCC2 (centres undefined)
0	8	7	0	17	42*	-2	4	Cc1ccc(Cn2c(=O)c3ccccc3n3c(CCC(=O)N4CCN(C(=O)c5ccco5)CC4)nnc23)cc1
25	5	25	8	35*	6	3	3	COc1ccc(NC(=O)CCOc2ccccc2C)cc1S(=O)(=O)Nc1cc(C)ccc1Br
3	-13	-15	20	-31	-1	0	-4	O=C(Nc1ccc(F)c(F)c1)c1ccc(Cn2c(=O)c3cccn3c3cccnc32)cc1
-4	-15	-14	-135	-77	-54	-2	-1	COC(=O)c1cc(-c2csc(N)n2)c[nH]1
7	67*	73*	-14	-17	63*	60*	67*	Cc1cc(O)c2c3c(c(O)cc2c1)C(=O)c1c(O)cccc1C3=O
-4	13	25	-17	61*	56*	-3	-2	Cc1c(Cl)cccc1NC(=O)c1ccc(N2CCCC2)nn1
0	-1	2	-1	0	-4	0	-1	COc1ccc(N(C(=O)c2ccccc2Br)C(C)(C)C(=O)Nc2c(C)cccc2C)cc1
0	3	-19	-23	-41	-8	-3	1	Cc1cc(C(=O)N(C)C2CCCCC2)no1
1	0	-4	9	-13	·	-4	-2	COc1cccc(CN2CC[C@H](c3nnc(-c4ccco4)o3)C2)c1
-5	-44	-47	-96	-150	-54	-62	-48	COc1ccc(NC(=O)c2cc(-c3ccco3)on2)c(OC)c1
0	5	10	25	24	8	6	5	CN(C)c1cccc(C(=O)NCc2nn(C)c3ccccc23)c1
0	9	0	5	22	0	6	3	COc1cc(CNC(C)C23CC4CC(CC(C4)C2)C3)cc(OC)c1OC (centres undefined)
0	12	7	19	2	14	1	-1	CCc1cccc(NC(=O)Cc2nnc(-c3cnccn3)o2)c1
-1	7	1	6	13	9	1	0	Cc1ccc2c(CN3CCN(Cc4ccc5c(c4)OCO5)CC3)cc(=O)oc2c1
0	-4	-4	-16	-9	-13	-9	-3	Cc1ccccc1C(CC(=O)Nc1ncccc1C)n1cccc1 (centres undefined)
4	-8	-7	4	0	-3	-2	-1	CC(C)C(=O)c1nc2ccccc2c(=O)n1C1CC2(OC1=O)c1ccccc1N1C(=O)C(C)N(O)C12 (centres undefined)

Bioassay records as filed in PubChem BioAssay.
